# pPAFAH inh: pPAFAH enzyme inhibitors, primary screen, biochemical, fluorescence polarization, human; Platelet-activating factor acetylhydrolase (Homo sapiens), Q13093; recombinant pPAFAH, FP-rhodamine probe fluorescence polarization; inhibition, % at 3.39 µM; 330,000 tested, 1.5% active;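 active = inhibition above the mean inhibition across the screen plus 3 SD, cut at about 25% in these data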;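 also: inhibitors block binding of the rhodamine activity-based probe so polarization drops; 0% = enzyme with DMSO and 100% = wells lacking pPAFAH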
# PAFAH1B3 inh: PAFAH1B3 enzyme inhibitors, primary screen, biochemical, fluorescence polarization, human. Platelet-activating factor acetylhydrolase IB subunit alpha1 (Homo sapiens), Q15102. recombinant PAFAH1B3, FP-rhodamine probe. inhibition, % at 3.39 µM. 340,000 tested, 0.28% active. AID 492972, 2010;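 active = inhibition above the screen-wide average of all tested compounds plus 3 SD, cut at about 25% in these data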;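 also: 0% = enzyme with DMSO only and 100% = wells lacking PAFAH1B3 protein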
# Target sequence (Q15102 whole entry, looked up): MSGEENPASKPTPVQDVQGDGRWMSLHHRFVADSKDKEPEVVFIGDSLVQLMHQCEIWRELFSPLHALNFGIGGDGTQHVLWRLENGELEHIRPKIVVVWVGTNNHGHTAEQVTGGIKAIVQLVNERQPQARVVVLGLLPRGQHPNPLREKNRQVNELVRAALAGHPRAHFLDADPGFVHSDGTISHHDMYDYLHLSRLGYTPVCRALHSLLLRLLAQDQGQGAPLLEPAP
# LYPLA1 inh: LYPLA1 inhibitors, primary screen, counter-screen for PME1 inhibitor project, biochemical, fluorescence polarization, FP-Rh probe ABPP; Acyl-protein thioesterase 1 (Homo sapiens), O75608; 320,000 tested, 0.16% active; inhibition, % at 5.9 µM; recombinant LYPLA1;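 active = inhibition above the mean of all tested compounds plus 3 SD, set per campaign, cut at about 14% in these data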;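 also: inhibitors block serine hydrolase probe labeling of LYPLA1 so polarization falls; 0% = enzyme with DMSO and 100% = wells lacking LYPLA1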
# Target sequence (O75608 whole entry, looked up): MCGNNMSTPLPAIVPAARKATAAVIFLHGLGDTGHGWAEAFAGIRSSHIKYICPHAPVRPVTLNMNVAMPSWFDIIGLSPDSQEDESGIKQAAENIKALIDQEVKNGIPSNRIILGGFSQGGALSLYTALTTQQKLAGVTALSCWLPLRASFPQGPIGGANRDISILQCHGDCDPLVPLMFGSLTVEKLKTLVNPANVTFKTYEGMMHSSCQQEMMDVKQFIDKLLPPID
# PAFAH1B2 FP inh: PAFAH1B2 enzyme inhibitors, primary screen, biochemical, fluorescence polarization, human | inhibition, % at 3.39 µM | recombinant PAFAH1B2, FP-rhodamine activity probe | AID 492953, 2010 | 340,000 tested, 1.2% active;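 active = inhibition above the mean of all tested compounds plus 3 SD, cut at about 24% in these data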;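 also: 0% = enzyme with DMSO and 100% = wells lacking PAFAH1B2; many of its hits are not listed in these tables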
# Target sequence (P68402 whole entry, looked up): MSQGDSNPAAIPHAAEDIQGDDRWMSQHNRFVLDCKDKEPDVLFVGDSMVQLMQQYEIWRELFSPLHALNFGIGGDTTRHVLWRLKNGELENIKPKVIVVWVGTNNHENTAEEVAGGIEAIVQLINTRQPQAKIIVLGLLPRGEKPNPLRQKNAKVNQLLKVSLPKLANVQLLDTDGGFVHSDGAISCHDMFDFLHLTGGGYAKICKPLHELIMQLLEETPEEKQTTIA
# PAD4 FP inh: human PAD4 inhibitors, primary screen, biochemical, fluorescence polarization, 1536-well format; Protein-arginine deiminase type-4 (Homo sapiens), Q9UM07; recombinant PAD4, RCA probe fluorescence polarization; inhibition, % at 6.36 µM; 330,000 tested, 0.41% active; AID 485272, 2010;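 active = percent inhibition above a cutoff equal to the mean of all tested compounds plus 3 SD, cut at about 15% in these data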;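 also: 0% = PAD4 with RCA probe and DMSO and 100% = probe without PAD4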
# PAFAH2 inh: PAFAH2 enzyme inhibitors, primary screen, biochemical, fluorescence polarization, human; Platelet-activating factor acetylhydrolase 2, cytoplasmic (Homo sapiens), Q99487; recombinant PAFAH2, FP-rhodamine activity probe; inhibition, % at 3.39 µM; 340,000 tested, 0.99% active; AID 492956, 2010;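 active = inhibition above the mean over all tested compounds plus 3 SD, cut at about 30% in these data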;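 also: inhibitors block probe labeling of enzyme so polarization drops; 0% = enzyme with DMSO and 100% = wells lacking PAFAH2 protein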
# PME-1 inh: PME-1 inhibitors via competitive probe labeling, primary screen, biochemical, fluorescence polarization, FP-Rh probe, HTS; Protein phosphatase methylesterase 1 (Homo sapiens), Q9Y570; recombinant PME-1; inhibition, % at 5.9 µM; 320,000 tested, 0.53% active; AID 2130, 2009;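 active = inhibition above the campaign mean of all compounds plus 3 SD, cut at about 26% in these data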;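 also: competitive labeling of PME-1 active site by serine hydrolase directed probe; 0% = PME-1 with DMSO and 100% = wells lacking PME-1 enzyme; inhibitors block probe labeling so polarization falls and inhibition rises; many of its hits are not listed in these tables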
# LYPLA2 counter: LYPLA2 inhibitors, primary screen, counter-screen for PME1 inhibitor project, biochemical, fluorescence polarization, FP-Rh probe ABPP | Acyl-protein thioesterase 2 (Homo sapiens), O95372 | recombinant LYPLA2 | inhibition, % at 5.9 µM | 320,000 tested, 0.38% active | AID 2177, 2009;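 active = inhibition above the screen-wide mean plus 3 SD, limit set per campaign, cut at about 26% in these data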;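 also: 0% = LYPLA2 with DMSO and 100% = wells lacking LYPLA2 enzyme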
# Target sequence (O95372 whole entry, looked up): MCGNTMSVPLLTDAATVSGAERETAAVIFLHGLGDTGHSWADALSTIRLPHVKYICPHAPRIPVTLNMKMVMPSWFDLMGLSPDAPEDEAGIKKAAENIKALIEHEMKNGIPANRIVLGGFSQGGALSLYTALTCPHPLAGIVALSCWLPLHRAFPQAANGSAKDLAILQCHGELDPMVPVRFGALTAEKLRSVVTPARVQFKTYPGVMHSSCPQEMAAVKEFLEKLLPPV
# GSTO1 inh: inhibitors of recombinant GSTO1, primary screen, counter-screen for RBBP9 inhibitor project, biochemical, fluorescence polarization | activity-based probe fluorescence polarization | inhibition, % at 5.96 µM | 300,000 tested, 1.1% active;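 active = inhibition above the campaign mean inhibition plus 3 SD, cut at about 35% in these data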;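 also: 0% = GSTO1-1 with DMSO and 100% = wells lacking GSTO1-1 enzyme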
# Starred values were filed as active, the others as inactive; / = no result given; + = active, no number.
# Sequence of screens: pPAFAH inh	PAFAH1B3 inh	LYPLA1 inh	PAFAH1B2 FP inh	PAD4 FP inh	PAFAH2 inh	PME-1 inh	LYPLA2 counter	GSTO1 inh
- COC(=O)C1CSC(c2ccc(Cl)cc2)N1C(=O)c1ccccc1 (stereo not given)
  -7	6	2	9	-2	-3	5	2	1
- OC(COc1ccccc1)CN1CCOCC1 (stereo not given)
  -3	0	2	3	1	-4	1	-1	5
- CN1c2ccccc2C(=O)/C(=C\Nc2ccc(F)cc2F)S1(=O)=O
  2	11	2	0	0	-1	-4	2	-3
- CC(Oc1ccc(Cl)cc1Cl)C(=O)Nc1cccc(O)c1 (stereo not given)
  5	12	-5	4	-6	4	0	2	8
- C=CCn1c(C)cc(C(=O)COC(=O)c2cncc(Br)c2)c1C
  7	8	0	3	2	18	3	5	/
- Cn1c(=O)[nH]c(=O)c2c1nc(N1CCCCCC1)n2CCCSc1nnnn1-c1ccccc1
  10	/	-1	/	-5	/	12	-6	-3
- COc1ccc(N(CC(=O)NCc2cccnc2)S(=O)(=O)c2ccccc2[N+](=O)[O-])c(OC)c1
  1	4	3	7	-6	2	8	-2	-6
- COc1cccc(NC(=O)CN(C)C(C)C(=O)Nc2cc([N+](=O)[O-])ccc2Cl)c1 (stereo not given)
  7	5	3	2	6	-1	5	5	6
- CCOc1ccc(OCC)c(NC(=O)C2CCN(c3cnccn3)CC2)c1
  4	-1	2	4	3	-5	-3	0	1
- Cc1c(CC(=O)O)c(=O)oc2cc(OCc3ccc(F)cc3Cl)ccc12
  6	2	-6	6	-8	-1	-8	0	-12
- Cc1ccccc1N/C(SCc1ccc(Cl)cc1)=C(/C#N)C(=O)NCc1ccco1
  9	1	3	2	-2	-1	-14	1	2
- Cc1cc(=O)oc2ccc(OCC(=O)N(Cc3ccc(F)cc3)Cc3ccco3)cc12
  3	-4	2	9	0	-2	1	-8	5
- CCOP(=O)(c1ccc(N(C)C)cc1)C(O)c1ccccc1F (stereo not given)
  2	5	-1	5	1	5	-2	-6	28
- COc1ccccc1NC(=S)N(Cc1ccco1)Cc1cc2ccc(C)c(C)c2[nH]c1=O
  9	-5	-3	1	1	7	-11	2	2
- Cc1ccc(CSCC(=O)N(C)CC(=O)Nc2ccc(Cl)c(Cl)c2)cc1
  0	0	-9	14	3	-2	-11	-26	6
- COC(=O)C1(C#N)C(c2ccccc2)C1(C(=O)OC)C(=O)OC (stereo not given)
  -3	-4	0	4	3	-3	-3	-1	9
- CCN(CC)c1ccc(CN(C(=O)c2cccs2)C2CCS(=O)(=O)C2)cc1 (stereo not given)
  3	4	1	4	2	1	2	0	4
- O=C(CNS(=O)(=O)c1ccc(F)cc1)N1CCOCC1
  6	-3	2	0	-1	-11	-5	9	-7
- CS(=O)(=O)Cc1cc(N2CCCC2)nc(-c2ccccc2)n1
  5	2	2	5	-5	0	3	-1	4
- CCOC(=O)C1=C(CC)Nc2ccccc2N/C1=N\S(=O)(=O)c1ccccc1OC
  3	13	3	8	0	2	-6	3	/
- O=C(COc1coc(CN2CCN(c3ccccc3)CC2)cc1=O)N1CCc2ccccc21
  -6	1	3	-3	-5	22	-11	-10	6
- O=C(NCC(=O)N1CCN(c2ccccc2)CC1)c1ccc(Cl)cc1
  6	6	-3	-1	5	20	-1	4	5
- O=C(NCc1ccccc1)NC(=O)c1ccccc1
  4	4	4	3	-9	-2	-2	2	0
- Cc1cc(CNC(=S)Nc2cccc(Cl)c2Cl)nn1C
  1	4	-2	-1	2	-1	0	4	6
- Cc1cc(Br)cc2c1NC(=O)C2(O)CC(=O)c1ccco1 (stereo not given)
  2	-2	0	3	0	-1	0	-6	21
- Cc1cc(=O)cc(C)n1-c1ccccc1Br
  8	5	-1	5	1	6	3	1	0
- O=C(NNc1c2ccccc2nc2ccccc12)c1ccc(O)cc1O
  20	13	-11	6	-4	-4	78*	-11	26
- O=C(NCc1cccc(C(F)(F)F)c1)C1CC2Cn3c(nc4ccccc43)C2N1Cc1ccccc1 (stereo not given)
  -5	14	1	4	-4	-2	4	-5	2
- Cc1ccccc1Nc1nc(N)nc(CSCc2c(C)noc2C)n1
  4	1	2	1	-3	5	0	1	1
- CC(C)(C)c1ccc(-c2c(C#N)c(N)nc3c2CCCC3)s1
  3	-6	-1	1	-1	-2	-6	-2	-3
- O=C(O)/C=C\C(=O)Nc1ccccc1C#Cc1ccccc1
  2	2	-3	-3	-5	-2	-3	2	-5
- CC(=O)N1c2ccccc2C(C)CC12CCCCC2 (stereo not given)
  -3	2	1	6	1	9	2	-4	2
- CC1=C(C#N)C(NC(=O)C(C)(C)C)(C(F)(F)F)C(=O)N1 (stereo not given)
  2	4	-1	2	-1	10	-2	1	5
- COc1ccc2ccccc2c1CNCc1ccccn1
  -1	5	2	-2	0	6	3	13	-5
- COc1cccc(C(=O)N(Cc2nc(-c3cccc(C)c3)no2)C(C)C)c1OC
  7	6	-2	2	-1	0	-2	-2	8
- CN(CCNC(=O)c1ccc(CS(=O)(=O)c2ccc(Br)cc2)o1)CCc1ccccc1
  4	7	1	11	-1	2	3	-2	1
- CCOC(=O)N1CCN(c2ncnc3nc[nH]c23)CC1
  2	8	2	5	5	5	-5	-1	1
- Cn1c(C(=O)OCC(=O)NCc2ccc(F)cc2)cc2occc21
  7	2	-2	0	2	20	-1	0	6
- C=CCn1cnc2scc(-c3ccc(OC)cc3)c2c1=O
  -1	3	1	7	-2	6	0	2	2
- CCOc1ccc(NC(=O)c2ccccc2OCC(=O)c2ccc(C)cc2)cc1
  5	4	0	0	-6	5	-6	5	2
- N#CC1=C(N)N(c2ccccc2)C(=O)C1
  1	5	1	-2	-3	5	2	2	-2
- N#C/C(=C\c1ccccc1Cl)C(=O)Nc1ccccn1
  5	1	-1	0	1	13	-3	5	-2
- Cc1onc(-c2ccccc2Cl)c1C(=O)N1CCc2ccccc21
  4	2	-1	4	4	-8	4	-2	6
- O=S(=O)(NCC1OCCc2ccccc21)c1ccccc1 (stereo not given)
  8	0	-7	3	-1	3	-3	3	2
- CCOC(=O)N1CCC(NC(=O)CN2C(=O)CCSc3ccccc32)CC1
  -4	0	2	0	4	2	13	5	-3
- Cc1cc(Oc2cc(NN3CCCCC3)c([N+](=O)[O-])cc2[N+](=O)[O-])c(C(=O)c2ccccc2)cc1Cl
  4	3	4	1	-5	-1	1	4	20
- O=C(COc1cccnc1[N+](=O)[O-])Nc1ccc(Cl)c(S(=O)(=O)N2CCOCC2)c1
  8	-8	0	3	-3	3	1	4	7
- COC(=O)CNC(=O)CCC(=O)N1CCN(C(c2ccccc2)c2ccccc2)CC1
  -5	7	-2	1	-6	8	-12	-4	13
- COc1cccc(/C=N/NC(=O)c2nnn(-c3nonc3N)c2C(C)C)c1OCc1ccc(F)cc1
  -5	-2	-24	-2	3	-27	-34	-26	3
- CSc1ccccc1NC(=O)c1cnc2scc(C)n2c1=O
  3	3	-4	3	0	2	6	-10	2
- CCc1cc(=O)oc2cc(C)cc(OC(C)C(=O)NC3CCN(Cc4ccccc4)CC3)c12 (stereo not given)
  7	12	-2	6	-1	-3	-2	-4	3
- CC(C)(C)c1cc(O)c(C(C)(C)C)cc1O
  1	/	-2	/	-3	/	-4	2	5
- COCc1cc(C)nc2sc(C(=O)NCCO)c(-n3cccc3)c12
  2	4	2	1	3	-1	2	3	11
- O=C(O)CNS(=O)(=O)c1ccc2c(c1)Cc1cc(S(=O)(=O)NCC(=O)O)ccc1-2
  1	0	1	-1	-1	-2	0	-1	5
- CCOc1cc(C)c(Cl)cc1S(=O)(=O)N1CCCC1
  2	3	0	-4	-7	3	10	4	2
- COC(=O)C1=C(C)N(Cc2ccccc2)C(=NCCc2c[nH]c3ccccc23)N[C@H]1c1cccc(C(F)(F)F)c1
  -2	7	/	-1	-10	0	/	/	/
- O=C1c2ccccc2C(=O)N1CCc1c[nH]c2ccccc12
  -3	8	-4	2	-4	3	2	-5	6
- CCOc1ccccc1NC(=O)c1oc2ccccc2c1NC(=O)C1CC1
  4	2	5	-3	-1	-10	-1	4	7
- O=C(NCC(c1ccc(F)cc1)N1CCOCC1)c1c(F)cccc1F (stereo not given)
  1	3	2	2	-5	0	4	2	7
- COC(=O)c1cc(NC(=S)N2CCN(C(=O)C3CCCO3)CC2)cc(C(=O)OC)c1 (stereo not given)
  -4	12	-6	-2	3	7	-4	2	-2

# New compounds follow:
# Sequence of screens: pPAFAH inh	PAFAH1B3 inh	LYPLA1 inh	PAFAH1B2 FP inh	PAD4 FP inh	PAFAH2 inh	PME-1 inh	LYPLA2 counter	GSTO1 inh
- O=C(COc1ccc(S(=O)(=O)N2CCOCC2)cc1)Nc1ccc2c(c1)OCCO2
  5	-1	3	-2	0	0	7	14	0
- CCc1cccc2c1NC(=O)C2(O)N1CCCC(C)C1 (stereo not given)
  7	-2	2	5	1	-8	2	11	-2
- C=CCNC(=O)c1ccc(CSc2nc3ccccc3s2)cc1
  4	1	-1	5	6	-1	-3	12	3
- CNC(=S)N(CCc1ccc(OC)c(OC)c1)C1CC(=O)N(c2ccccc2)C1=O (stereo not given)
  -1	-5	-1	-1	0	7	-3	-2	-6
- COC(=O)c1ccccc1-c1c2ccc(=N)cc-2oc2cc(N)ccc12
  126*	149*	170*	134*	+	148*	150*	191*	/
- CN(C)S(=O)(=O)c1cccc(NC(=O)CNCC2CCCCC2)c1
  4	-3	4	-4	-3	-6	5	2	5
- Cc1ccc(N(CC(=O)N/N=C/c2ccc(OCC(N)=O)cc2)S(C)(=O)=O)cc1Cl
  0	12	-3	-6	-1	-1	-4	-3	2
- COc1cc(-c2cc(C(=O)O)c3cc4c(cc3n2)OCCO4)cc(OC)c1OC
  2	14	-3	-3	-2	-3	0	3	-5
- Cc1nc(NC(=S)NC(=O)c2cccs2)ccc1Br
  -2	7	-3	-5	0	0	-5	-5	3
- COc1cc2c(cc1OC)CN(c1ccc(-c3ccccc3OC)nn1)CC2
  -3	7	0	3	-1	-1	7	0	-8
- Cc1ccc(C)c(NC(=O)Cc2csc(-c3ccccc3)n2)c1
  -2	16	1	4	2	-1	-9	1	5
- COc1ccc(/C=N/NC(=O)CCc2nc3ccccc3[nH]2)cc1
  1	3	-1	-2	1	0	-5	-7	3
- CC(=O)c1cccc(NC(=O)NC2CCCCC2)c1
  -4	9	-3	4	-5	6	9	-1	7
- O=C1CN(C(=O)COC(=O)CCc2ccccc2O)c2ccccc2N1
  10	11	/	7	0	10	/	/	/
- COc1ccc(N/C=C/C(=O)c2sc(-c3ccccc3)nc2C)cc1
  -8	-3	-7	-3	-7	6	4	-15	-6
- CCC(C)NC(=O)c1c(N)n(/N=C/c2ccccn2)c2nc3ccccc3nc12 (stereo not given)
  1	0	0	-1	3	2	6	-4	-8

# Screening data (PubChem)

# Only part of the results is shown; count on the stated rates, not on these rows.
